# Screening results (PubChem BioAssay)
# AMA1-RON2 inh – inhibitors of Plasmodium falciparum AMA1-RON2 interaction. 360,000 compounds, 0.2% hits. AlphaScreen AMA1-biotinylated RON2 peptide binding. Potency, µM (doses to about 58.2 µM), without a hit: at the highest dose activity change, negative = inhibition, hits mostly inhibitors. AID 720542;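 further: potency means the concentration at half of the fitted maximal effect; 0% = vehicle wells and -100% = peptide control; nearly all actives have a fitted effect of over 45% in size; some results filed as inactive show a strong effect at the top dose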
#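 AMA1 (3D7) with his tag at 25 nM final met compounds first, then biotinylated RON2 peptide at 25 nM; detection used donor plus acceptor beads, 10 µg/mL apiece, read by AlphaScreen after 30 min at room temperature.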
# FBPA Giardia inh – Giardia lamblia aldolase inhibition; A8B2U2; purified Giardia FBPA; 290,000 compounds, 0.71% hits; Potency, µM (titrated, usually from 59.6 µM), for the others: at the highest dose activity, negative = inhibition, most hits filed as inhibitors; further: potency means the concentration at half of the fitted maximal effect; nearly all actives have a fitted effect of over 55% in size
# Target sequence (A8B2U2 whole entry, looked up): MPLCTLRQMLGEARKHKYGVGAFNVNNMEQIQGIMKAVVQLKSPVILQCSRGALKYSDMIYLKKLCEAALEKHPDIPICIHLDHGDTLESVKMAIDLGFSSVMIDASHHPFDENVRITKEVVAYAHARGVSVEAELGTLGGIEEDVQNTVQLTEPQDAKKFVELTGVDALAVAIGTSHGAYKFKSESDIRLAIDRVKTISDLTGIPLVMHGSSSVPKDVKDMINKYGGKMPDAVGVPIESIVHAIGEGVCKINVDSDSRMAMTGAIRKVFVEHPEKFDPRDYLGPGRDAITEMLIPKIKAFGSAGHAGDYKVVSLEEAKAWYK
#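 40 nM FBPA preincubated 10 min at RT with compound (up to 57.5 uM final), then substrate plus GAPDH/TPI/NAD/arsenate coupling and diaphorase/resazurin added. Fluorescence read after 20 min at RT, 525/598 nm.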
# Sm TGR block – inhibitors of Schistosoma mansoni thioredoxin glutathione reductase; Q962Y6; purified TGR, DTNB reduction, TNB absorbance 405 nm; Potency, µM (doses to about 114 µM), inactives show top-dose activity change, negative = inhibition, usual class: inhibitors; 360,000 compounds, 3% hits; further: potency means the concentration at half of the fitted maximal effect; nearly all actives have a fitted effect of over 60% in size
#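 First, TGR (20 nM dispensed) and NADPH were mixed with compound. Second, a 15 min room-temperature incubation followed. Third, further NADPH and then DTNB were added to start the reaction. Finally, TNB absorbance was monitored kinetically.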
# HCMV inh – blocks human cytomegalovirus replication; HFF cells, HCMV-luciferase reporter, 72 h; active compounds read low; activity change, negative = inhibition, % at 57.5 µM; 410,000 compounds, 4.5% hits; AID 1259415; in the data active means activity change below about -60%; inconclusive means no clear call, values can overlap the other calls; inactive means above about -39%
#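 Two compound doses tested in HFFs infected with HCMV-luciferase, MOI 1 PFU/cell, 72 h at 37C. Lysate luminescence read with OneGlo; data normalized against buffer-only and 10uM Salinomycin inhibitor controls.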
# AmpC no deterg – inhibitors of E. coli AmpC beta-lactamase without detergent | AmpC nitrocefin hydrolysis, absorbance 480 nm, 0.0001% Triton | Potency, µM (highest dose often 57.1 µM), for the others: at the top dose activity change, negative = inhibition, hits mostly inhibitors | 330,000 compounds, 0.52% hits | P00811 | AID 485341;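 further: potency means the concentration at half of the fitted maximal effect; plate controls were no compound for no effect and no enzyme for full effect; nearly all actives have a fitted effect of over 20% in size; some results filed as inactive show a strong effect at the top dose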
# Target sequence (P00811 whole entry, looked up): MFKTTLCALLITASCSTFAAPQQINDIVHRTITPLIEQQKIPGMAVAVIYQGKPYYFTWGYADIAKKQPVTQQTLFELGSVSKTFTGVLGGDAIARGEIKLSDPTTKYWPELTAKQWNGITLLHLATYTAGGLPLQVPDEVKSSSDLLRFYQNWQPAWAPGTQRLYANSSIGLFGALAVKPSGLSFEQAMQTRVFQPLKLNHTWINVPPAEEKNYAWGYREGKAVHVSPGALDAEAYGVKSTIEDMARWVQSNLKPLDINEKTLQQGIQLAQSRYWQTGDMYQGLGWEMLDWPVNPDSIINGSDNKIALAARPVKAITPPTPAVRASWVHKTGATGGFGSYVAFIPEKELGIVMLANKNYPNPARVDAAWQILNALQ
#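 AmpC (5.3 nM in the dispensed reagent) in 20 mM phosphate pH 7.0 with 0.01% (detergent screen) or 0.0001% Triton X-100 was preincubated with compounds for 15 min at room temperature. Nitrocefin was then added from an 800 uM solution, and hydrolysis was followed at 480 nm.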
# AmpC detergent – blocks E. coli AmpC beta-lactamase in detergent assay; P00811; AmpC hydrolysis of nitrocefin, absorbance 480 nm, 0.01% Triton; Potency, µM (top dose mostly 114 µM), for the others: at the highest dose activity change, negative = inhibition, actives largely listed as inhibitors; 370,000 compounds, 0.041% hits; AID 485294;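 further: potency means the concentration at half of the fitted maximal effect; 0% = no-compound wells and -100% = no-enzyme wells; nearly all actives have a fitted effect of over 25% in size; some results filed as inactive show a strong effect at the top dose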
#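 AmpC (5.3 nM in the dispensed reagent) in 20 mM phosphate pH 7.0 with 0.01% (detergent screen) or 0.0001% Triton X-100 was preincubated with compounds for 15 min at room temperature. Nitrocefin was then added from an 800 uM solution, and hydrolysis was followed at 480 nm.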
# Active calls of the source: *; ? = inconclusive; nt = not tested or not shown; [ ] = dose if it differs, or a comment. Unless noted, the call rests on the fitted dose curve; in most records, active means well fitted curve in the direction sought with a large enough effect; inconclusive means small, poorly fitted or top-dose-only effect, or another doubt; inactive means no such curve, though single readings can be large; an effect the other way counts as inactive or inconclusive. Unless noted, on the % scale 0 is the no-effect control and ±100 the full control effect. Not a hit list (roughly 7.8% active in at least one column).
SMILES,AMA1-RON2 inh,FBPA Giardia inh,Sm TGR block,HCMV inh,AmpC no deterg,AmpC detergent
CCCCN(C(=O)c1c(-c2ccccc2)noc1C)c1c(N)n(CCC)c(=O)[nH]c1=O,-1%,nt,nt,-4,-14%,nt
Cc1ccc(CCNC(=O)C2CCN(c3nnc(-n4cccc4CNc4ccc(C)cc4)s3)CC2)cc1,nt,nt,-10%,-73*,nt,1%
COc1ccc(OC)c(Nc2ncnc3c2cnn3-c2cccc(C)c2)c1,-17%,-1%,1%,-11,18%,0%
COC(=O)CSc1nc(NC#N)nc(NC(C)C)n1,7%,nt,1%,nt,-16%,-9%
N#CCCn1cc(C(=O)Nc2cccc(C(=O)O)c2)c(-c2ccc(Cl)cc2)n1,0%,6%,7%,15,-5%,1%
O=C(CCn1c(=O)c2sccc2n(Cc2ccccc2F)c1=O)NCc1ccc2c(c1)OCO2,nt,nt,-8%,-8,nt,14%
O=C(N1CCCCCC1)N1CCN(S(=O)(=O)c2ccccc2)CC1,7%,7%,0%,20,13%,-11%
COc1ccccc1NC(=O)Nc1ncccc1C,2%,-1%,-12%,-10,-21%,-11%
CCOC(=O)CC1COCCN1Cc1cn[nH]c1-c1ccc2c(c1)OCO2 (stereo unspecified),0%,2%,13%,11,-5%,6%
CCC(C)NC(=O)c1cc2cc3ccc(OC)cc3nc2o1 (stereo unspecified),14%,-4%,-15%,-1,-11%,6%
CN(C)S(=O)(=O)N1CCC(CO)(Cc2cccc(C(F)(F)F)c2)CC1,17%,0%,6%,6,83%[activator],7%
C=CCNc1scc(-c2ccccc2)[n+]1CC=C,-19%,-3%,0%,22,-13%,2%
Cn1c(SCC(=O)c2ccc3c(c2)NC(=O)CO3)nc2ccccc21,13%,-1%,nt,48,-24%,0%
COc1ccc(S(=O)(=O)NCCN2CCOCC2)c2ccccc12,-5%,-8%,1%,30,-7%,-11%
CCn1ccc(C(=O)Nc2ncc(C)s2)n1,24%,nt,?,42,-4%,2%
Cc1cc(C)n(C(CC(=O)O)C(=O)O)n1 (stereo unspecified),-19%,-1%,6%[11.4 µM],-15,-3%,-14%
O=C(CCC1CCCCC1)NC1=NCCS1,-14%,9%,7%,3,-32%,-2%
CCOc1ccccc1N(CC(=O)Nc1ccc(S(=O)(=O)N2CCOCC2)cc1)S(C)(=O)=O,-8%,nt,4%,-39,27%,0%
CN(CCC1CCOCC1)C(=O)C1CCC(=O)N(CCc2ccc(Cl)cc2)C1 (stereo unspecified),-2%,nt,-1%,-34,54%,2%
CCOc1cc(CNc2ccc(N3CCCC3)cc2)cc(Cl)c1OC,20µM*,?,25µM*,65,-26%,-7%
COc1cc(NS(=O)(=O)c2ccc(NS(=O)(=O)c3ccc(NC(C)=O)cc3)cc2)nc(OC)n1,-6%,nt,-8%,4,-4%,0%
COc1cccc(OCCCCCN2CCOCC2)c1,2%,-2%,7%,33,14%,-4%
CCOC(=O)N1CCN(C(=O)CCC(=O)c2ccc(OCC)cc2)CC1,-9%,2%,-1%,-28,28%,1%
O=C(c1ccc(Cl)c(Cl)c1)c1cnc(Nc2ccccc2)s1,26%,5%,-3%,-24,-19%,2%
CCCNC(=O)C(=O)NCC(c1ccc2c(c1)OCO2)N1CCOCC1 (stereo unspecified),nt,nt,0%,0,nt,10%

# Reformatted: results already given
Structure | AMA1-RON2 inh | FBPA Giardia inh | Sm TGR block | HCMV inh | AmpC no deterg | AmpC detergent
O=C(N1CCCCCC1)N1CCN(S(=O)(=O)c2ccccc2)CC1 | 7% | 7% | 0% | 20 | 13% | -11%
COc1ccccc1NC(=O)Nc1ncccc1C | 2% | -1% | -12% | -10 | -21% | -11%
CCOC(=O)CC1COCCN1Cc1cn[nH]c1-c1ccc2c(c1)OCO2 (stereo unspecified) | 0% | 2% | 13% | 11 | -5% | 6%
CCC(C)NC(=O)c1cc2cc3ccc(OC)cc3nc2o1 (stereo unspecified) | 14% | -4% | -15% | -1 | -11% | 6%
CN(C)S(=O)(=O)N1CCC(CO)(Cc2cccc(C(F)(F)F)c2)CC1 | 17% | 0% | 6% | 6 | 83%[activator] | 7%
C=CCNc1scc(-c2ccccc2)[n+]1CC=C | -19% | -3% | 0% | 22 | -13% | 2%
Cn1c(SCC(=O)c2ccc3c(c2)NC(=O)CO3)nc2ccccc21 | 13% | -1% | nt | 48 | -24% | 0%
COc1ccc(S(=O)(=O)NCCN2CCOCC2)c2ccccc12 | -5% | -8% | 1% | 30 | -7% | -11%
CCn1ccc(C(=O)Nc2ncc(C)s2)n1 | 24% | nt | ? | 42 | -4% | 2%
Cc1cc(C)n(C(CC(=O)O)C(=O)O)n1 (stereo unspecified) | -19% | -1% | 6%[11.4 µM] | -15 | -3% | -14%
O=C(CCC1CCCCC1)NC1=NCCS1 | -14% | 9% | 7% | 3 | -32% | -2%
CCOc1ccccc1N(CC(=O)Nc1ccc(S(=O)(=O)N2CCOCC2)cc1)S(C)(=O)=O | -8% | nt | 4% | -39 | 27% | 0%
CN(CCC1CCOCC1)C(=O)C1CCC(=O)N(CCc2ccc(Cl)cc2)C1 (stereo unspecified) | -2% | nt | -1% | -34 | 54% | 2%
CCOc1cc(CNc2ccc(N3CCCC3)cc2)cc(Cl)c1OC | 20µM* | ? | 25µM* | 65 | -26% | -7%
COc1cc(NS(=O)(=O)c2ccc(NS(=O)(=O)c3ccc(NC(C)=O)cc3)cc2)nc(OC)n1 | -6% | nt | -8% | 4 | -4% | 0%
COc1cccc(OCCCCCN2CCOCC2)c1 | 2% | -2% | 7% | 33 | 14% | -4%
CCOC(=O)N1CCN(C(=O)CCC(=O)c2ccc(OCC)cc2)CC1 | -9% | 2% | -1% | -28 | 28% | 1%
O=C(c1ccc(Cl)c(Cl)c1)c1cnc(Nc2ccccc2)s1 | 26% | 5% | -3% | -24 | -19% | 2%

# Next compounds.
SMILES,AMA1-RON2 inh,FBPA Giardia inh,Sm TGR block,HCMV inh,AmpC no deterg,AmpC detergent
CCOc1ccc(NCc2cccn2-c2nnc(N3CCC(C(=O)NCCc4ccc(OC)c(OC)c4)CC3)s2)cc1,nt,nt,0%,-85*,nt,-8%
CCn1cc(CNCc2cn(C)nc2-c2ccc(C3CCCCC3)cc2)cn1,0%,4%,-26%,-1,133%[activator],6%
COc1cccc(CNC(=O)CCC2CCCN(c3cc(C)nc(N(C)C)n3)C2)c1 (stereo unspecified),17%,4%,-3%,-38,35%,2%
CCn1cc([C@@H]2C[C@H]3CN(Cc4cccc(Cl)c4)C(=O)[C@]34CCCN24)c(C)n1,-2%,0%,-9%[57.1 µM],?,69%[activator],-3%
Cc1ccc(S(=O)(=O)NC(C)(C)C)cc1C(=O)OCC(=O)N1CCCC1=O,2%,nt,2%,-9,?,?
COc1cc(S(=O)(=O)NCc2ccccc2)ccc1Br,7%,-4%,-8%,-22,-31%,0%
Cc1[nH]c2ccc(F)cc2c1CCNC(=O)c1cc2cc(Cl)ccc2oc1=O,nt,nt,-1%,-7,nt,2%
C#CCOCCOCCOCCNc1nc(N2CCN(C(=O)[C@H](CC(N)=O)n3cc(C(N)[C@@H](C)CC)nn3)CC2)nc(N2CCN(C(=O)[C@H](CCC(=O)O)n3cc([C@@H](N)CCCCN)nn3)CC2)n1 (stereo partly specified),38%[activator],nt,nt,22,19%,nt
Cc1ccc(Cn2ncc3c(N4CCOCC4)ncnc32)cc1,7%,-1%,6%,-9,2%,-6%
Cc1cc(OCC(=O)NCc2ccncc2)c2c(C)c(C)c(=O)oc2c1,7%,nt,1%,12,-6%,-4%
CCOC(=O)N1CCN(C(=O)Cn2cnc3ccccc3c2=O)CC1,-6%,1%,3%,-8,-14%,-14%
Cc1cc(C(=O)CSc2nnc(N)s2)c(C)n1-c1c(C)n(C)n(-c2ccccc2)c1=O,-5%,-4%,-25%,3,-4%,2%
O=C1C=C(c2ccc(-c3ccccc3)c(F)c2)C[C@@H](c2ccc3c(c2)OCO3)C1,0%,nt,-2%,-3,-27%,3%
COc1ccc(/C=N\NC(=O)/C(=C\Nc2nccc(C)n2)NC(=O)c2ccccc2)cc1,-6%,-12%,-13%,-11,12%,-1%
CCN(CC(=O)Nc1ccccc1C(F)(F)F)C(=O)c1cc(-c2cccs2)nn1-c1ccccc1,4%,-4%,-26%,?,0%,-5%
COc1ccc(NC(=O)CCNS(=O)(=O)c2cccc3nonc23)cc1Cl,-3%,8%,-1%,20,-25%,?
Cc1ccc(NC(=O)C2C(c3ccccc3)C=CC(c3ccccc3)C2C(=O)O)cc1 (stereo unspecified),-5%,19%,0%,47,-43%,-9%
Cc1ccc(C23CC4CC(CC(C(N)=O)(C4)C2)C3)cc1,-3%,8%,-3%,50,17%,2%
CSc1cccc(NC(=S)NCCCO)c1,0%,1%,?,4,-6%,8%
Cc1c(Cl)cccc1NC(=O)NCc1ccncc1,29%,2%,nt,11,-24%,4%
CCN1C(=O)/C(=C2/Sc3ccccc3N2CC)S/C1=N\c1ncn[nH]1,39%[activator],2%,6%[57.1 µM],?,42%,-1%
COC(=O)C1=C(N)Oc2cc(C)n(Cc3cccnc3)c(=O)c2C1c1ccc(OC)c(OC)c1OC (stereo unspecified),12%,-2%,-30%,-16,?,-1%
CC(C)C/C(=N/O)c1cn(C)c2ccccc12,0%,-3%,-10%,37,1%,-4%
Cc1cc(=O)c2c(O)c(O)ccc2o1,62%[activator],10µM*,0%,70,-17%,-1%
COc1ccc(CN2CCNC(=O)C2CC(=O)NCC(C)(C)N2CCOCC2)cc1C (stereo unspecified),38%[activator],nt,-35%,0,106%[activator],-4%

# Remaining list, next part.
SMILES,AMA1-RON2 inh,FBPA Giardia inh,Sm TGR block,HCMV inh,AmpC no deterg,AmpC detergent
Cc1ccc(S(=O)(=O)NCCCNS(=O)(=O)c2ccccc2[N+](=O)[O-])cc1,0%,14%,7%,5,-14%,-2%
O=C(NCc1ccc2c(c1)OCO2)c1cc([N+](=O)[O-])ccc1N1CCCCC1,-29%,6%,-6%,-27,-17%,0%
CC1CCN(CCNC(=O)c2ccc3c(=O)n(Cc4ccc(Cl)cc4)c(=S)[nH]c3c2)CC1,29%,nt,-11%,nt,-18%,3%
CC(Oc1ccc(-c2ccccc2)cc1)C(=O)O (stereo unspecified),-7%,12%,8%,8,-8%,-2%
O=C(c1cccs1)N1CCN(Cc2cn[nH]c2-c2ccc(F)cc2F)CC1,23%,28%,-14%,47,85%[activator],?
COc1cccc(N2CCN(C(=S)Nc3ccccc3)CC2)c1,-1%,15%,5%,-38,-22%,-1%
COCCn1c(C)cc(C(=O)CSc2nnc(C)s2)c1C,5%,-26%,1%,?,nt,2%
